# PhoP GFP inhibition = Inhibition of PhoP regulon, Salmonella typhi GFP reporter cells, confirmation, 4 h (AID 1850). inhibition, % at 50 µM; hits with a dose series show IC50 in µM. actives 0.33% (n = 310,000). Salmonella Typhi PhoP-promoter GFP reporter, fluorescence, 4 h; higher % means a stronger effect; in the data active means a potency from the dose series; inconclusive means inhibition mostly from about 25% at the one dose, without a potency; inactive means the rest, 99 in 100 with inhibition below about 19%;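 further: 0% = induced wells with vehicle and 100% = uninduced wells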
# M. tuberculosis HTS = M. tuberculosis growth inhibition, HTS (AID 449762); actives 0.59% (n = 330,000); M. tuberculosis H37Rv growth inhibition, 7H9 media; higher % means a stronger effect; one-dose inhibition, % at 25 µM; IC50 in µM for titrated hits; in the data active means a potency from the dose series; inconclusive means inhibition above about 70% without an active follow-up result;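 further: bacterial growth assessed after seven days of incubation; strong numbers were not always called active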
# H1N1 NS1A inhibition = NS1A inhibition, H1N1 influenza, cell based functional assay (AID 504329); NS1A functional cell-based assay, percent inhibition; higher % means a stronger effect; inhibition, % at 12.5 µM, or IC50 in µM where a hit was titrated; actives 0.3% (n = 340,000); in the data active means a potency from the dose series; inconclusive means inhibition above about 27% without an active follow-up result; further: strong numbers were not always called active
# tuberculosis growth = growth inhibition of non-replicating M. tuberculosis (AID 488890) | Mycobacterium tuberculosis non-replicating, growth inhibition; higher % means a stronger effect | inhibition, % at 25 µM, or IC50 in µM where a hit was titrated | actives 0.39% (n = 320,000); in the data active means a potency from the dose series; inconclusive means inhibition mostly from about 82% at the one dose, without a potency; inactive means the rest, 99 in 100 with inhibition below about 76%;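 further: plate controls were DMSO cells for no effect and high antibiotic wells for full effect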
# inhibitors of VEEV = inhibitors of VEEV TC-83 cytopathic effect, confirmation, Vero cells (AID 588727); Vero cells, VEEV TC-83 cytopathic effect inhibition; higher % means a stronger effect; inhibition, % at 20 µM; hits with a dose series show IC50 in µM; actives 0.13% (n = 350,000); in the data active means a potency from the dose series; inconclusive means inhibition mostly from about 14% at the one dose, without a potency; inactive means the rest, 99 in 100 with inhibition below about 12%; further: strong numbers were not always called active
# inhibitors of VEEV 10K pilot screen = recorded beside inhibitors of VEEV, whose call it bears; inhibition, %; measured here: 10K pilot screen inhibition
# * marks the source's active call; other numbers are inactive results; i = inactive; ? = inconclusive; . = no result given. Rows were taken by chance (roughly 1.5% active in at least one column).
# Preview (7 entries):
SMILES,PhoP GFP inhibition,M. tuberculosis HTS,H1N1 NS1A inhibition,tuberculosis growth,inhibitors of VEEV,others
O=C(CN1CCN(S(=O)(=O)/C=C/c2ccccc2)CC1)NC(=O)NCc1ccco1,-2%,-6%,-5%,39%,0.6%,
C=CCn1c(SCC(=O)c2ccccc2)nnc1-c1ccc2c(c1)OCO2,-6%,0%,-6%,19%,1.6%,
CC(=O)c1sc(N/N=C/c2ccc(C(C)C)cc2)nc1C,11%,7%,-5%,50%,8.8%,
CCC1CCCCN1S(=O)(=O)Cc1ccccc1Cl (centres undefined),-1%,-12%,0%,-2%,1.1%,
CC(C)c1nc(SCC(=O)Nc2cccc(C(=O)O)c2)c2c3c(sc2n1)CCCC3,-4%,1%,9%,-8%,0.9%,
CCOc1ccc2c(c1)C(C)=CC(C)(C)N2,.,0%,-13%,47%,0.4%,
Cc1cccc(N(C(=O)Cn2nnc3ccccc32)C(C(=O)NCc2ccco2)c2ccncc2)c1 (centres undefined),12%,0%,0%,9%,1.9%,

# All compounds of this part, previewed entries included:
SMILES,PhoP GFP inhibition,M. tuberculosis HTS,H1N1 NS1A inhibition,tuberculosis growth,inhibitors of VEEV,others
O=C(CN1CCN(S(=O)(=O)/C=C/c2ccccc2)CC1)NC(=O)NCc1ccco1,-2%,-6%,-5%,39%,0.6%,
C=CCn1c(SCC(=O)c2ccccc2)nnc1-c1ccc2c(c1)OCO2,-6%,0%,-6%,19%,1.6%,
CC(=O)c1sc(N/N=C/c2ccc(C(C)C)cc2)nc1C,11%,7%,-5%,50%,8.8%,
CCC1CCCCN1S(=O)(=O)Cc1ccccc1Cl (centres undefined),-1%,-12%,0%,-2%,1.1%,
CC(C)c1nc(SCC(=O)Nc2cccc(C(=O)O)c2)c2c3c(sc2n1)CCCC3,-4%,1%,9%,-8%,0.9%,
CCOc1ccc2c(c1)C(C)=CC(C)(C)N2,.,0%,-13%,47%,0.4%,
Cc1cccc(N(C(=O)Cn2nnc3ccccc32)C(C(=O)NCc2ccco2)c2ccncc2)c1 (centres undefined),12%,0%,0%,9%,1.9%,
CC(=C/C(=O)O)/C=C/c1cccs1,-9%,61%,-14%,34%,i,
Fc1cccc(/C=N/Nc2nc3ccccc3[nH]2)c1,13%,?,.,38%,.,
O=C(CCN1C(=O)/C(=C\c2ccccc2F)SC1=S)N1CCCCC1,-5%,?,-5%,?,?,
N#Cc1ccccc1Sc1ccccc1C(=O)NCC(c1ccco1)N1CCCC1 (centres undefined),-7%,5%,6%,27%,i,
COc1cccc(/C=N/NC(=O)NC2CCCCC2)c1O,2%,-4%,-2%,44%,9.7%,
COc1ccc(N(CC(=O)N2CCc3ccccc32)S(=O)(=O)c2c(C)noc2C)cc1,6%,0%,-3%,6%,i,
CC(C)C[C@@H](CC#N)N1CCN(Cc2ccccc2)CCC1=O,9%,-10%,1%,9%,0.3%,
O=C(CSc1nnc(NC(=O)c2ccco2)s1)Nc1ccccc1F,-6%,-5%,-10%,26%,i,
CC(C)c1ccc(/C=C/C(=O)NCc2ccc(S(N)(=O)=O)cc2)cc1,0%,9%,-16%,19%,2.3%,
CS(=O)(=O)c1ccc(-c2cccc(NC(=O)c3ccco3)c2)nn1,5%,-4%,-7%,-1%,7.0%,
COc1cccc2cc(C(=O)NCC3CCCO3)c(=O)oc12 (centres undefined),-3%,-2%,7%,11%,1.6%,
O=C(O)c1ccc(-c2nc3scc(-c4ccccc4)c3c(=O)[nH]2)cc1,8%,1%,-13%,6%,0.4%,
CCOC(=O)CC1C(=O)NCCN1C(=O)c1cccc(C(F)(F)F)c1 (centres undefined),-31%,-5%,-2%,-13%,0.9%,
COc1ccc(N2CCN(C(=O)Cn3ncc4c([nH]c5ccccc54)c3=O)CC2)cc1,2%,-2%,0%,-15%,i,
CCN(CC)C(=O)c1ccccc1NS(=O)(=O)c1ccc(OC)c(C(=O)N2CCOCC2)c1,5%,1%,5%,2%,0.2%,
NC(=O)CSc1nnc(-c2ccc(S(=O)(=O)N3CCCCC3)cc2)n1-c1ccccc1,-5%,-11%,0%,-13%,2.2%,
O=C(Cc1c(F)cccc1Cl)Nc1cccc(S(=O)(=O)NC2=NCCCCC2)c1,5%,0%,7%,4%,8.3%,
C/C(=N\N(Cc1ccccc1)c1ccccc1)c1ccncc1,3%,92%,18%,1%,0.8%,
CC(C)(C)NC(=O)C(c1ccncc1)N(Cc1ccc(F)cc1)C(=O)c1ccc(-c2ccccc2)[nH]1 (centres undefined),7%,64%,0%,37%,3.6%,
COc1ccc(Nc2cc(C(=O)NCCCN3CCOCC3)c3ccccc3n2)cc1,12%,8%,3%,6%,4.0%,
CCN(CC(=O)Nc1c(C(=O)OC)[nH]c2ccc(Cl)cc12)c1ccc2c(c1)OCO2,-8%,?,10%,34%,9.3%,
COc1ccc(S(=O)(=O)N2CCC(C(=O)NC3CCCCC3)CC2)cc1OC,6%,-10%,-2%,-9%,1.5%,
COc1cc(OC)cc(-c2cc3ncccc3cn2)c1,.,8%,-1%,18%,2.5%,
CCOC(=O)CCCCC(=O)c1[nH]c(=O)[nH]c1CSc1nc(C)cc(=O)[nH]1,5%,-12%,-6%,-13%,i,
COc1ccc(NC(=O)c2cc(C)no2)cc1,0%,-11%,-1%,-5%,2.0%,
COc1ccc(C2C(C(C)=O)=C(C)N=c3s/c(=C\c4ccc5c(c4)OCO5)c(=O)n32)c(OC)c1 (centres undefined),10%,2%,6%,27%,2.4%,
O=C(Nc1ccccn1)c1cccnc1,-10%,-4%,4%,4%,1.9%,
Cc1cccc(C)c1OCC(=O)Nc1nnc(C2CCCO2)s1 (centres undefined),-8%,-3%,3%,-7%,i,
CC1=NN(c2nc(-c3ccc(Cl)cc3)cs2)C(=O)C1,-6%,-9%,-1%,-17%,5.3%,
O=[N+]([O-])c1c(NCc2ccco2)ccc2nonc12,2%,-1%,.,-8%,i,
O=C(CN(Cc1ccco1)C(=O)c1ccc(Cl)cc1)Nc1ccc(Cl)c(Cl)c1,0%,-10%,-1%,-8%,1.0%,
O=C(O)/C(=C/c1ccco1)NC(=O)c1ccccc1,-4%,-8%,-5%,-20%,0.7%,
COc1cc(CNc2ccc3[nH]c(=O)[nH]c3c2)ccc1OCc1ccccc1F,-1%,1%,8%,44%,0.9%,
Cc1cc(NC(=O)CCCOc2ccc(Cl)cc2Cl)no1,-13%,-5%,9%,65%,0.8%,
CC(=O)Nc1ccc(S(=O)(=O)NN=CCCc2ccccc2)cc1,.,.,1%,.,1.0%,
O=C(OC(C(=O)NC1CCCC1)c1ccccc1F)c1ccco1 (centres undefined),4%,3%,-6%,11%,4.8%,
O=C(/C=C/c1ccccc1)Nc1ccc2c(c1)C(=O)NC2=O,7%,1%,-8%,.,1.0%,
Cc1[nH]c2ccccc2c1-c1csc(NC(=O)CSCC(=O)O)n1,-2%,0%,20%,14%,i,
CC(C)C(c1nnnn1Cc1ccccc1)N1CCN(Cc2ccco2)CC1 (centres undefined),-12%,-1%,-7%,-2%,1.0%,
COc1cc(-c2nnc(COC(=O)c3nn(CC(C)C)c(=O)c4ccccc34)o2)cc(OC)c1OC,10%,8%,-2%,-8%,11%,
COc1ccc(-c2cn(CCC(=O)O)c(-c3ccc(Cl)nc3)n2)cc1,-11%,3%,-3%,-5%,0.1%,
CC(C)(C)N/C=C(\C#N)S(=O)(=O)c1ccc(Br)cc1,-1%,-1%,.,-12%,1.4%,
Cc1ccc(C(=O)N/C(=C\c2ccco2)C(=O)NC2CCS(=O)(=O)C2)cc1 (centres undefined),8%,-3%,0%,-12%,2.4%,
CCN(C(=O)CSc1ncnc2sc(C)c(C)c12)C1CCS(=O)(=O)C1 (centres undefined),8%,-2%,-4%,-1%,0.3%,
CCOc1ccccc1Nc1nc(-c2sc(NC(=O)c3ccco3)nc2C)cs1,6%,-3%,13%,15%,9.3%,
CNC(=O)c1ccccc1-c1cn(C)c2ccccc2c1=O,-6%,10%,5%,3%,0.2%,
O=C(O)c1ccc(Nc2ccc(Cl)c(Cl)c2)c([N+](=O)[O-])c1,16%,-5%,1%,27%,i,
O=C(NCC1CCCO1)c1onc(CSc2cccc(Cl)c2)c1C(=O)O (centres undefined),0%,-7%,15%,-14%,i,inhibitors of VEEV 10K pilot screen=0.8
O=C(NCC1CCCN1S(=O)(=O)c1cccs1)c1ccc(F)c(F)c1 (centres undefined),4%,-5%,0%,13%,0.8%,
CCOc1ccc(N(C(=O)c2snc(C(N)=O)c2N)C(C(=O)NC2CCCC2)C(C)C)cc1 (centres undefined),5%,-11%,-1%,-1%,0.2%,
O=C(Nc1cccc(Cl)c1Cl)C1CC(=O)N(c2ccc(Br)cc2)C1 (centres undefined),7%,1%,3%,3%,i,
CC1(C)CSC(Nc2ccc(F)c(Cl)c2)=N1,11%,-11%,-2%,-11%,0.1%,
O=C(O)CCCCCCCCc1cn(Cc2ccc(C(=O)c3ccccc3)cc2)nn1,-18%,-11%,8%,57%,6.3%,

# Next records.
SMILES,PhoP GFP inhibition,M. tuberculosis HTS,H1N1 NS1A inhibition,tuberculosis growth,inhibitors of VEEV,others
O=c1c(-c2ccccc2)c(O)nc(SCCN2CCOCC2)n1-c1ccccc1,-9%,?,-2%,-13%,0.9%,
O=[N+]([O-])c1cccnc1N1CCC(c2cc(-c3ccc(Cl)cc3Cl)n[nH]2)CC1,-11%,?,25%,46%,i,
COC(=O)c1sc(NC(=O)COc2ccccc2C)nc1C,-7%,-7%,-2%,6%,1.1%,
CCCNC(=O)C1Cc2cc(S(=O)(=O)N3CCCC3)ccc2N1C(C)=O (centres undefined),-3%,-2%,5%,0%,i,
Cc1cc(C)c(-n2c(SCC(=O)N3CCOCC3)n[nH]c2=O)c(C)c1,2%,-4%,-5%,10%,0.5%,
COc1ccc(CCC(C)NC(=O)CCc2ccccc2)c(OC)c1 (centres undefined),1%,4%,-1%,18%,i,
CCOc1ccc(S(=O)(=O)Nc2cccc(C(=O)NCC(c3ccccc3)N(C)C)c2)cc1 (centres undefined),13%,-6%,6%,13%,5.2%,
O=C(NCC(=O)N1CCN(Cc2c(F)cccc2Cl)CC1)c1cccc(Cl)c1,.,.,10%,.,1.0%,
COc1ccc(CCNC(=O)C(=O)NCC2OCCN2S(=O)(=O)c2ccc(OC)c(C)c2)cc1 (centres undefined),11%,-2%,-9%,22%,i,inhibitors of VEEV 10K pilot screen=0.3
CCOC(=O)c1nn(-c2cccc(OC)c2)c(-c2ccccc2)c1C(=O)c1ccccc1,-9%,-3%,-15%,25%,7.7%,
CCOC(=O)C1=C(c2ccccc2)NC(N)=NC1c1ccc(OCc2ccc(C(=O)OC)cc2)cc1 (centres undefined),34µM*,?,62µM*,5.8µM*,i,
COc1cccc(-c2onc3ccc(C(=O)/C=C/N(C)C)cc23)c1,-14%,2%,-16%,16%,6.4%,
O=C(/C=C/Sc1ccccc1)c1ccccc1,8%,?,9%,?,24%,
O=C1CCSc2ccc(Cl)cc2N1Cc1ccc(Cl)cc1,-4%,7%,-19%,22%,3.0%,
O=C(Cn1ncc2c1-c1ccccc1OC2)N1CCN(Cc2ccc3c(c2)OCO3)CC1,-2%,-1%,9%,4%,4.7%,
NNC(=O)C(Cc1cnc[nH]1)NC(=O)OCc1ccccc1 (centres undefined),4%,4%,-2%,-8%,i,
CC(=O)Nc1cccc(NCC(=O)Nc2cc(S(=O)(=O)N3CCCCC3)ccc2Cl)c1,.,2%,-5%,15%,0.8%,
COC(=O)c1cccc(NC(=O)CSc2nc(=O)cc(N)n2-c2ccccc2)c1,-4%,10%,-9%,10%,3.5%,
O=C(c1ccccc1F)c1cn(Cc2ccccc2)c2ccccc12,-4%,2%,0%,23%,i,
O=C(N/N=C/c1ccc([N+](=O)[O-])cc1)c1[nH]ncc1Br,8%,8%,0%,-17%,i,
CSc1nsc(SCC(=O)Nc2cccc(C(=O)O)c2)n1,6%,6%,5%,-1%,1.0%,
COC(=O)c1cnc(Oc2ccc(NC(=O)NC(=O)c3ccccc3Cl)cc2)cc1C(F)(F)F,6%,-4%,8%,-15%,1.4%,
COc1c2c(cc(O)c1C(C)=O)OC(C)(C)C=C2,.,.,-12%,.,i,
O=Cc1ccccc1OCc1ccc2c(c1)OCO2,12%,12%,-3%,14%,0.7%,
COc1ccccc1NS(=O)(=O)c1cc(N)ccc1N1CCOCC1,.,1%,-20%,18%,4.5%,

# Screens (PubChem)
